Bioassay records: PubChem BioAssay, National Center for Advancing Translational Sciences (NCATS)
Sm TGR block: S. mansoni TGR enzyme inhibition. purified TGR, DTNB reduction, TNB absorbance 405 nm. Q962Y6. 360,000 tested, 3% active. Potency, µM (titrated, usually from 114 µM), for inactives: at the top dose activity change, negative = inhibition, usual class: inhibitors; further: potency means the concentration at half of the fitted maximal effect; nearly all actives have a fitted effect of over 60% in size
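TGR 20 nM + NADPH 100 uM (dispensed conc.), cpd preinc 15 min RT; start with NADPH (500 uM addition) then DTNB (15 mM addition). Kinetic TNB absorbance, 405 nm filter. Four-parameter Hill fit across titration.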
AmpC inh detg: AmpC beta-lactamase inhibition with detergent present | P00811 | AmpC hydrolysis of nitrocefin, absorbance 480 nm, 0.01% Triton | Potency, µM (highest dose often 114 µM), inactives show at the highest dose activity change, negative = inhibition, most hits filed as inhibitors | 370,000 tested, 0.041% active | AID 485294;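 further: potency means the concentration at half of the fitted maximal effect; 0% = no-compound wells and -100% = no-enzyme wells; nearly all actives have a fitted effect of over 25% in size; some results filed as inactive show a strong effect at the top dose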
Target sequence (P00811 whole entry, looked up): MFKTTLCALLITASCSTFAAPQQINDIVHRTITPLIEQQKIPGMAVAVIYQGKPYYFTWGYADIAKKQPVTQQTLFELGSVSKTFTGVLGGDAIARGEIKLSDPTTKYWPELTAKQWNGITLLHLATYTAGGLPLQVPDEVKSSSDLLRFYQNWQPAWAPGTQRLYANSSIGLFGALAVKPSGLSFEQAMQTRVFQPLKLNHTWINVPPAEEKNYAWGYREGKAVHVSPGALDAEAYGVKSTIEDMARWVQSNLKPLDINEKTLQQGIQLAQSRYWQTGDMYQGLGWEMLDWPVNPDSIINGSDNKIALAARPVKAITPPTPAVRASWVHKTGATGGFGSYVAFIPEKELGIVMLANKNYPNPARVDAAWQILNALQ
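20 mM phosphate pH 7.0 + 0.01% (detergent screen) or 0.0001% Triton X-100; 5.3 nM AmpC reagent; cpd preinc 15 min RT; nitrocefin (800 uM stock) to start; A480 q20 s × 4 min; Activity was normalised to no-enzyme and no-compound control wells.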
FBPA Giardia inh: Giardia lamblia aldolase inhibition | A8B2U2 | 290,000 tested, 0.71% active | purified Giardia FBPA | Potency, µM (doses to about 59.6 µM), inactives show at the top dose activity, negative = inhibition, hits mostly inhibitors; further: potency means the concentration at half of the fitted maximal effect; nearly all actives have a fitted effect of over 55% in size
Target sequence (A8B2U2 whole entry, looked up): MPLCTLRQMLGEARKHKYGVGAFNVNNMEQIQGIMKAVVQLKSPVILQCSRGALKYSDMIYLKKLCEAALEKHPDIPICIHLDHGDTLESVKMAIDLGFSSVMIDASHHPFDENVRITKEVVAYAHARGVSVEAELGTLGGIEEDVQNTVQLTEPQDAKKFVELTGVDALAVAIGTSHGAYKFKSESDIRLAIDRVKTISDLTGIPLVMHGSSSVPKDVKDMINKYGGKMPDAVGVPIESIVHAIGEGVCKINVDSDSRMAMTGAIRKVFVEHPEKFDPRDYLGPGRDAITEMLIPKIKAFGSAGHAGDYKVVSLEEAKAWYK
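Giardia FBPA (40 nM reagent) was preincubated 10 min at RT with compound (up to 57.5 uM final), then substrate plus GAPDH/TPI/NAD/arsenate coupling system with diaphorase/resazurin was added; resorufin fluorescence (525/598 nm) was read after 20 min.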
HCV inh: HCV inhibition | Huh7.5.1 HCVcc-Cre infection, luciferase reporter, 44 h | Potency, µM (highest dose often 41.8 µM), for the others: at the top dose activity change, negative = inhibition, most hits filed as inhibitors | 340,000 tested, 3.4% active; further: potency means the concentration at half of the fitted maximal effect
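Cells (1,000/well) were plated 4 h before compound, then infected with HCVcc-Cre virus (~0.5 moi). After 44 h further culture, infection was read as luciferase luminescence following a 15 min substrate incubation at room temperature.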
HCMV inh: human cytomegalovirus inhibition; HFF cells, HCMV-luciferase reporter, 72 h; active compounds read low; activity change, negative = inhibition, % at 57.5 µM; 410,000 tested, 4.5% active; in the data active means activity change below about -60%; inconclusive means no clear call, values can overlap the other calls; inactive means above about -39%
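Cell-based, HFFs, 1000 cells/well, 16 h 37C; cpds in DMSO + HCMV-luc, MOI 1 PFU/cell; 72 h 37C; OneGlo luminescence after 5 min RT; norm. to buffer vs Salinomycin 10uM.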
AMA1 RON2 block: disrupts binding of P. falciparum AMA1 to RON2; AlphaScreen AMA1-biotinylated RON2 peptide binding; 360,000 tested, 0.2% active; Potency, µM (series often up to 58.2 µM), for the others: top-dose activity change, negative = inhibition, usual class: inhibitors;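 further: potency means the concentration at half of the fitted maximal effect; 0% = vehicle wells and -100% = peptide control; nearly all actives have a fitted effect of over 45% in size; some results filed as inactive show a strong effect at the top dose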
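AMA1 (3D7) with his tag at 25 nM final met compounds first, then biotinylated RON2 peptide at 25 nM; detection used donor plus acceptor beads, 10 µg/mL apiece, read by AlphaScreen after 30 min at room temperature.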
Numbers without * were called inactive; ? = inconclusive; · = not tested or not shown; + = active, no number; [ ] = another dose, or the depositor's remark. Unless noted, the call rests on the fitted dose curve; in most records, active means well fitted curve in the direction sought with a large enough effect; inconclusive means small, poorly fitted or top-dose-only effect, or another doubt; inactive means no such curve, though single readings can be large; an effect the other way counts as inactive or inconclusive. Unless noted, on the % scale 0 is the no-effect control and ±100 the full control effect.

SMILES	Sm TGR block	AmpC inh detg	FBPA Giardia inh	HCV inh	HCMV inh	AMA1 RON2 block
COc1ccccc1C(=O)N/N=C/C(C)=C/c1ccccc1	-9%	-16%	3%	9%	25	13%
N#CNC(=Nc1ccc(F)cc1)SCc1ccccc1	-1%	-8%	4%	-10%	?	-1%
O=C1CCCN1CCCNc1nc2c(S(=O)(=O)c3ccc(Br)cc3)nnn2c2ccccc12	-2%	0%	·	-13%	-24	-19%
Cc1ccc2nc(-c3ccc(NC(=O)COC(=O)c4ccco4)cc3)sc2c1	-16%	-10%	5%	4%	-6	1%
CC1(C)O[C@@H]2[C@H](O1)[C@@H](CO)O[C@H]2n1cnc2c(=O)[nH]cnc21	0%	2%	·	17%	-21	3%
CCCN1C(=O)COc2ccc(-c3n[nH]c(=O)c4ccccc34)cc21	24%	6%	0%	-23%	-102*	-21%
CCCCc1nc(N)c(C#N)c(-c2ccco2)c1CCC	-7%	-5%	8%	10%	-13	9%
NC(=O)C1CCN(CC(=O)Nc2ccccc2C(=O)NC2CC2)CC1	-1%	-12%	·	16%	50	6%
CCOc1ccc(N/C(=C(/C(Cl)=C(Cl)Cl)[N+](=O)[O-])n2cncn2)cc1	11µM*	?	?	·	·	·
C=CCN1C(=O)C2(C(C(=O)c3ccc(C)o3)=C(O)C(=O)N2CCCN2CCOCC2)c2ccccc21 (configuration not stated)	?	-2%	1%	23%	-8	0%
Nc1nonc1-n1nnc(C(=O)N/N=C/c2cccc(Cl)c2)c1-c1cccs1	-5%	-3%	·	-5%	+	-4%
COc1ccc2nc(N3C(=O)C(O)=C(C(=O)c4ccco4)C3c3ccco3)sc2c1 (configuration not stated)	·	·	·	1%	0	-8%
COc1cccc(OCC(=O)NNC(=O)c2cccs2)c1	15%	-13%	4%	7%	-14	15%
C=CCn1c(/N=C/c2ccc(N(C)C)cc2)nc2ccccc21	8%	1%	-2%	11%	1	-1%
CCOc1ccc(CN(C)c2ccc(S(=O)(=O)N3CCN(C)CC3)cc2[N+](=O)[O-])cc1OC	-2%	-11%	·	?	·	-27%
O=c1ccc(S(=O)(=O)N2CCC(Cc3ccccc3)CC2)c[nH]1	-4%	0%	11%	-6%	5	46%[activator]
O=C(/C=C/c1ccc(S(=O)(=O)N2CCOCC2)cc1)NCc1ccc(Cl)cc1	-2%	1%	7%	?	16	12%
O=C(CCNC(=O)c1ccc(Br)cc1)Nc1cccc(S(=O)(=O)N2CCCCC2)c1	1%	-15%	·	-9%	-24	-4%
CC(=O)c1cccc(NC(=O)c2noc3c2CCCC3)c1	2%	24%	·	·	47	·
CC(NC(=O)c1ccc(Br)cc1)C(=O)NC1=NCCS1 (configuration not stated)	7%	-6%	-5%	-7%	-26	-6%
CCOc1ccc(N=C2SCCCN2C)cc1	-5%	1%	1%	4%	-1	0%
O=S(=O)(c1c(Cl)cc(Br)cc1Cl)N1CCN(C(=S)NC2CC2)CC1	·	·	·	25µM*	?	17%
COc1ccc(C2CC(=O)C(C=NCCO)=C(O)C2)cc1OC (configuration not stated)	-6%	-7%	-4%	2%	-14	-7%
CCOCCc1nnc(NC(=O)CSc2ccccc2)s1	-5%	3%	-17%	9%	2	10%
COc1ccc(CCN(C)C(=O)CSc2nnnn2C)cc1OC	-6%	5%	-2%	10%	-14	1%
C#CCN(C(=O)c1cc(COc2ccc(C)c(C)c2)on1)C1CCCCC1	0%	?	-6%	-28%	?	-8%
c1ccc(CCn2cccc2)nc1	·	·	·	-5%	-13	12%
Cc1ccc(Oc2ncccc2C(=O)NC2CCSC2=O)cc1 (configuration not stated)	2%	-10%	2%	-4%	?	-17%
CCCCN1C(=N)N([C@@H](C)CN2CCC[C@H]2CN2C(N)=NC[C@H]2CC(C)C)C[C@H]1[C@H](C)CC	·	·	·	40%[activator]	-20	15%
COc1ccc(CNc2nc(NCc3ccc(OC)cc3)n(C(C)=O)n2)cc1	-7%	-8%	-8%	-3%	-17	1%
COc1ccc(/C(O)=C2\C(=O)C(=O)N(Cc3ccco3)C2c2ccc(OC)cc2OC)cc1 (configuration not stated)	0%	?	-2%	-4%	23	42%
O=C(NC(=S)NCC1CCCO1)c1ccco1 (configuration not stated)	-18%	2%	-2%	-9%	1	3%
Cc1cccc(-n2ccnc2SCC(=O)Nc2cccc3ccccc23)c1C	0%	12%	·	·	0	·
COc1ccc(CC(=O)NCC(C)(C)N2CCOCC2)cc1	10%	3%	·	-1%	-21	-13%
Cc1ccc(C(C)C)cc1OCC(=O)NNC(=O)Nc1ccccc1	-24%	-8%	9%	-16%	-38	63%[activator]
Fc1ccc2c(Cl)c(-c3nnc(-c4cccs4)o3)sc2c1	-29%	-12%	6%	14%	46	0%

Record cards, from the list above:
Profile of `O=C(NC(=S)NCC1CCCO1)c1ccco1` (configuration not stated) : Sm TGR block: -18%; AmpC inh detg: 2%; FBPA Giardia inh: -2%; HCV inh: -9%; HCMV inh: 1; AMA1 RON2 block: 3%
Profile of `O=C1CCCN1CCCNc1nc2c(S(=O)(=O)c3ccc(Br)cc3)nnn2c2ccccc12` : Sm TGR block: -2%; AmpC inh detg: 0%; FBPA Giardia inh: ·; HCV inh: -13%; HCMV inh: -24; AMA1 RON2 block: -19%
Profile of `COc1ccc(C2CC(=O)C(C=NCCO)=C(O)C2)cc1OC` (configuration not stated) : Sm TGR block: -6%; AmpC inh detg: -7%; FBPA Giardia inh: -4%; HCV inh: 2%; HCMV inh: -14; AMA1 RON2 block: -7%

Taken from above.
Entry of Fc1ccc2c(Cl)c(-c3nnc(-c4cccs4)o3)sc2c1 under AmpC inh detg: -12%
Entry of CCCCN1C(=N)N([C@@H](C)CN2CCC[C@H]2CN2C(N)=NC[C@H]2CC(C)C)C[C@H]1[C@H](C)CC under AMA1 RON2 block: 15%

The list continues.
SMILES	Sm TGR block	AmpC inh detg	FBPA Giardia inh	HCV inh	HCMV inh	AMA1 RON2 block
CCOc1cc(C2C(C(=O)c3ccco3)=C(O)C(=O)N2CCc2ccccc2)ccc1O (configuration not stated)	12%	?	-7%	16%	22	-5%
Fc1ccccc1NC(=S)NCc1ccccc1	?	-10%	10%	14%	-2	19%
Cc1ccc(S(=O)(=O)CCN2CCN(c3ccccc3)CC2)cc1	2%	-7%	-3%	-8%	9	-5%
Cn1c(CNC(=O)c2ccco2)nnc1SCC(=O)Nc1ccc(Br)cc1F	6%	0%	3%	24%	-5	-10%
S=C1NCCOCCOCCOCCOCCNC(=S)N2CCOCCOCCN1CCOCC2	1%	3%	-17%	15%	27	5%
COc1ccc(CC2(CO)CCN(Cc3nc(C(C)C)cs3)CC2)cc1	-9%	-3%	4%	-17%	-7	-7%
O=C1C=CC(=O)N1Cc1ccccn1	·	·	·	?	5	7%
CCOC(=O)c1ccc2c(c1)nc(-c1ccc(F)cc1)c1nccn12	8%	10%	0%	8%	72	21%
O=C1N=C(N2CCCCC2)S/C1=C\c1cn[nH]c1-c1ccccc1	1%	-10%	4%	15%	7	-13%
CN(CCCn1cnc2c(OCc3ccccc3)ncnc21)CCc1ccccn1	·	·	·	22%	5	9%
Cc1cc(C)c(C#N)c(SCCS(=O)(=O)c2ccc(C(C)(C)C)cc2)n1	8%	-7%	5%	?	?	-23%
Cn1nc(C(=O)Nc2cccc(S(N)(=O)=O)c2)c2ccccc2c1=O	4%	3%	8%	12%	24	-10%
CC(C)NC(=O)c1ccc2c(c1)N(CC(=O)N1CCOCC1)C(=O)C(C)(C)O2	-1%	-3%	11%	18%	-32	-8%
COc1ccc(C2(c3ccc(OC)cc3)NC(=O)N(CC(=O)NC3CCS(=O)(=O)C3)C2=O)cc1 (configuration not stated)	·	·	·	-2%	-1	0%
CCC(=O)NC1OC(CO)C(O)C(O)C1O (configuration not stated)	·	8%	-2%	-5%	-7	14%
CCN(CC)CCn1c(=S)[nH]c2cc(Cl)ccc2c1=O	9%	4%	-9%	4%	2	9%
CC(=O)c1ccc(NC(=O)C2CCCN(S(=O)(=O)c3cccc4nonc34)C2)cc1 (configuration not stated)	-11%	-6%	2%	12%	·	?
Cc1ccc(/C=C/C(=O)OCC(=O)c2ccc3c(c2)NC(=O)CO3)o1	·	·	·	-17%	8	-10%
COc1cc(NC(=O)C2CC(c3ccccc3O)=NO2)c(OC)cc1Cl (configuration not stated)	-12%	-12%	-5%	-13%	1	-15%
CCOC(=O)CC(C(=O)OCC)P(=O)(c1ccccc1)c1ccccc1 (configuration not stated)	0%	?	2%	25%	?	-2%
O=C1NC(=O)C(=Cc2ccc(Cl)cc2Cl)S1	·	·	·	-14%	73	-5%
COc1ccccc1C1NC(=O)NC(C)=C1C(=O)OC1CCC(C)CC1 (configuration not stated)	-21%	2%	-4%	-14%	-39	3%
CCOC(=O)C1=C(COC(=O)/C=C/c2cc(Br)ccc2F)NC(=O)NC1C (configuration not stated)	-2%	3%	·	2%	-12	-12%
COC(=O)c1cc(C)sc1NC(=O)C1CC(=O)NN1Cc1ccccc1 (configuration not stated)	4%	2%	3%	3%	-11	27%
Cc1nc(N)nc(COc2ccccc2)n1	13%	5%	5%	2%	11	1%
CSc1oc(-c2ccco2)nc1S(=O)(=O)c1ccccc1	35µM*	?	-6%	-4%	-34	-3%
COc1ccccc1N1CCN(C(CNC(=O)C(=O)NCc2ccc(F)cc2)c2cccnc2)CC1 (configuration not stated)	-7%	-7%	·	·	-28	·
Cc1ccc(Cl)cc1N1CCN(C(=O)Cn2ncn3cccc3c2=O)CC1	-20%	?	-3%	-25%	-76*	2%
Cc1ccc(S(=O)(=O)Nc2ccc(N(C)C)cc2)cc1	·	-6%	-19%	-4%	-24	-18%
Cc1ccc(S(=O)(=O)NNC(=S)NCC2CCCO2)cc1 (configuration not stated)	13µM*	-4%	?	8%	20	35%[activator]
Clc1ccc(-c2cc(COc3ccccc3)no2)cc1Cl	-23%	?	0%	19%	1	49%[activator]
O=C(CSC1CN(C(c2ccccc2)c2ccccc2)C1)N/N=C/c1ccc(Cl)cc1Cl	11%	6%	-8%	-16%	-17	-13%
Cc1ccc(S(=O)(=O)CC(=O)Nc2cc(C)on2)cc1	-9%	-9%	-1%	-28%	-16	17%
Fc1cccc(-c2cc3nc(-c4ccccc4)cc(N4CCC5(CC4)OCCO5)n3n2)c1	10%	1%	0%	-27%	-8	65%[activator]
O=S(=O)(c1ccc(F)c(F)c1)N1CCN(c2ncccn2)CC1	3%	-2%	11%	20%	20	3%
CCn1cc(C(=O)NCCCN2CCCC(C)C2)c(=O)c2cc(S(=O)(=O)N3CCc4ccccc4C3)ccc21 (configuration not stated)	-3%	6%	0%	11µM*	-74*	-19%
COC(=O)CSc1nnc(CNC(=O)Cc2ccccc2)n1-c1ccccc1OC	3%	-10%	9%	15%	-2	7%
O=C(NNC1CC(=O)N(c2ccccc2)C1=O)c1ccc(COc2ccccc2Cl)o1 (configuration not stated)	-16%	?	1%	16%	19	22%
Cc1c(Br)c(C(F)(F)F)nn1CC(=O)NCCN1CCOCC1	1%	-12%	0%	4%	·	16%
O=C(O)C1CCCN(S(=O)(=O)c2ccc(Cl)s2)C1 (configuration not stated)	0%	?	8%	5%	-28	0%
